# UHRF1 MBD2 ctr: blocks human UHRF1 binding to methylated DNA; inhibition, % at 4.4 µM; UHRF1 binding to methylated oligo, TR-FRET; AID 687016; Q96T88; actives 0.75% (n = 370,000); in the data active = inhibition above about 21%;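 note: UHRF1 SRA domain binding a hemimethylated CpG hairpin DNA probe; 0% = median of test compound wells and 100% = reference inhibitor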
# SIAE primary: human SIAE inhibition, primary screen; SIAE FP-Rh probe binding, fluorescence polarization; Q9HAT2; AID 1053197; inhibition, % at 9.66 µM; actives 0.69% (n = 370,000);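 active = inhibition above a cutoff: mean of compounds within the control limits plus 3 SD of those, cut at about 17% in these data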;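 note: 0% = plate median of compound wells and 100% = probe without SIAE protein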
# TDP2 absorb: blocks human TDP2 phosphodiesterase activity; inhibition, % at 12.8 µM; actives 0.34% (n = 370,000); recombinant TDP2, T5PNP hydrolysis, p-nitrophenol absorbance 415 nm;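 active = inhibition above the mean of all tested compounds plus 3 SD, set per campaign, cut at about 25% in these data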;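 note: 0% = DMSO with enzyme and 100% = buffer with substrate but no TDP2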
# Target sequence (O95551 whole entry, looked up): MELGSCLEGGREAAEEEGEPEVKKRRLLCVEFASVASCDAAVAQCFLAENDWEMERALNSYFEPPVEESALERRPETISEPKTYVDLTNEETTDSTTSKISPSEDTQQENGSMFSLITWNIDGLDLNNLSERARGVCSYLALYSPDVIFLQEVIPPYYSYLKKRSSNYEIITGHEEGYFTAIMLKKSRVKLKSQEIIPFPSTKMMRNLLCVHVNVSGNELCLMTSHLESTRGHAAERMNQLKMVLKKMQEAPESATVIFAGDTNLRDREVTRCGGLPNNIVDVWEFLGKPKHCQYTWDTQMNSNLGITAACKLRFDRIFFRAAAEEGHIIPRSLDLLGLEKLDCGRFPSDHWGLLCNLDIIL
#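 Incubation: 2 h at 37 °C; Test system: recombinant human TDP2; Quantity: enzyme 120 nM; Read-out basis: percent inhibition; Medium: 50 mM Tris-HCl pH 7.5 with Mg2+, KCl, DTT, BSA; Repeats: single replicate; Compound: 12.8 µM single point, 1% DMSO; Signal: epi absorbance; Reagent: 5 mM T5PNP chromogenic substrate; Benchmarks: no-enzyme high, DMSO-plus-enzyme low.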
# PRMT1 inh: PRMT1 (human) inhibition, primary screen; inhibition, % at 2.79 µM; AID 652257; Q99873; recombinant PRMT1, activity-based probe fluorescence polarization; actives 1.3% (n = 370,000);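 active = inhibition above about 21% made by adding two undisclosed values, limit read from the data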
# Target sequence (Q99873 whole entry, looked up): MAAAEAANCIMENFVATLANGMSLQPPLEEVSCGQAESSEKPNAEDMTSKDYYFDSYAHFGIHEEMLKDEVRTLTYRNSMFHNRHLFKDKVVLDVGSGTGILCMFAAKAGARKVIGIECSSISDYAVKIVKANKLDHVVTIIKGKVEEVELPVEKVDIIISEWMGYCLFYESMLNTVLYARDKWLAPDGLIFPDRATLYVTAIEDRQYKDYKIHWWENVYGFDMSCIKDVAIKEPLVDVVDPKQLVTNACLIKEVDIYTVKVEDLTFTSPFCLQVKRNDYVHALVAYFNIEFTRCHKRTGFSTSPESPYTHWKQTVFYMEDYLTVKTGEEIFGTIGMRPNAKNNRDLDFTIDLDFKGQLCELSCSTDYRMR
# KLK7 zymogen act: activators of human kallikrein-7 zymogen; P49862; actives 0.9% (n = 370,000); purified proKLK7, EDANS-DABCYL substrate fluorescence; 100% is mature enzyme control, 0% vehicle; activation, % at 7 µM; AID 652039;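 active = activation above the mean of all tested compounds plus 3 SD, computed per campaign excluding outliers beyond control limits, cut at about 13% in these data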
# Target sequence (P49862 whole entry, looked up): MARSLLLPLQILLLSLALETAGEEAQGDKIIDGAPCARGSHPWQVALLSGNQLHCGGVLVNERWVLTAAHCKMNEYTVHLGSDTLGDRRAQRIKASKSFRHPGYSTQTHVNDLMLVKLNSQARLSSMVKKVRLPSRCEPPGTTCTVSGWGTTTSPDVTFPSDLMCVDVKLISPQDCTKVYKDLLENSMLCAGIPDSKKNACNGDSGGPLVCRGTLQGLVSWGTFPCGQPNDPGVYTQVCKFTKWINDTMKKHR
# Tn7 DDE FP: disrupts Tn7 cyclic peptide binding to fibrin D-Dimer-E complex; P02675; FP displacement of FITC-Tn7 peptide from fibrin DD(E); 0% = median of compound wells per plate; inhibition, % at 8.3 µM; actives 0.13% (n = 370,000); AID 720508;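 active = inhibition above the mean of compounds falling within the control limits plus 3 SD of them, cut at about 14% in these data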;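 note: 0% = plate median of compound wells and 100% = 10 µM Aha-Tn7 peptide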
#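 System: human fibrin DD(E); quantity: Fibrin-DD(E) at 2 µM final; also added: fluorescent Tn7 probe at 0.1 µM; compound dosing: single nominal test concentration of 8.3 µM per compound; schedule: 10 min preincubation, 3 h with tracer, room temperature; detection: fluorescence polarization of the labelled Tn7 tracer; repeats: one replicate per compound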
# MBD2 DNA inh: inhibitors of human MBD2 binding to methylated oligonucleotide; Q9UBB5; TR-FRET; inhibition, % at 4.4 µM; actives 0.31% (n = 370,000); in the data active = inhibition above about 13%
# TCR-CD3 inh: inhibitors of human TCR-CD3 interaction; TAMRA-labeled TCR probe fluorescence, biochemical; inhibition, % at 9.4 µM; actives 0.37% (n = 360,000); AID 651800; in the data active = inhibition above about 19%;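 note: recombinant mutant TCR 2C K166C tagged with TAMRA read by polarization; 0% = receptor in buffer alone and 100% = receptor with positive control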
# LEDGF integ inh: blocks HIV-1 LEDGF/p75-dependent DNA integration; TR-FRET IN-LEDGF/p75 DNA integration, Eu/Cy5; actives 0.64% (n = 370,000); inhibition, % at 3.7 µM;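 active = inhibition above the screen-wide mean plus 3 SD, cut at about 13% in these data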;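 note: signal is the Cy5 over europium emission ratio at 671 and 618 nm; 0% = plate median of compound wells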
# DDE Tn6 FP inh: DD(E)-Tn6 binding inhibition, primary FP screen; P02675; Fibrin DD(E) TRITC-Tn6 fluorescence polarization displacement; inhibition, % at 8.3 µM; actives 0.21% (n = 370,000); AID 720509;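 active = inhibition above a per-campaign cutoff: mean of compounds within control limits plus 3 SD, cut at about 15% in these data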;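 note: 0% = median of all compound wells on the plate and 100% = blocking peptide control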
# * hit, by the source's call.
SMILES,UHRF1 MBD2 ctr,SIAE primary,TDP2 absorb,PRMT1 inh,KLK7 zymogen act,Tn7 DDE FP,MBD2 DNA inh,TCR-CD3 inh,LEDGF integ inh,DDE Tn6 FP inh
O=C(Oc1cccc2c(OC(=O)N3CCOCC3)cccc12)N1CCOCC1,3.2,-2.3,7.8,0.8,-0.3,-3.8,2.1,3.0,-2.4,0.9
O=C(N/N=C/c1ccoc1)c1cccc(OC(F)(F)C(F)F)c1,-3.2,-3.8,-2.2,-2.5,-0.1,-3.2,-2.5,-2.4,-2.5,-5.1
C[C@H](CO)N1C[C@H](C)[C@@H](CN(C)S(=O)(=O)c2ccccc2)OCCCC[C@H](C)Oc2ccc(NC(=O)CCC(F)(F)F)cc2C1=O,6.5,-4.2,-7.3,5.4,0.3,4.4,6.2,-10.8,0.4,2.8
CN1CCN(c2ccccc2NC(=O)c2cc(Br)ccc2Cl)CC1,2.8,7.8,-2.3,0.8,0.0,3.8,-4.8,-3.5,1.5,-3.2
CCc1nnc(NC(=O)c2ccc3ccccc3n2)s1,-5.4,1.0,9.5,1.2,-0.3,-7.6,-5.1,3.4,0.6,-2.7
CCc1ccc(NC(=O)CSc2nnc(-c3ccco3)o2)cc1,4.6,1.1,-10.8,-1.5,0.1,3.9,2.7,1.1,-0.8,1.9
N#Cc1ccc(-c2nc3ccc(Cl)cn3c2Cc2ccccc2)cc1,5.6,1.0,1.4,6.2,-6.2,4.3,-0.7,-3.2,-0.9,0.3
CC(=O)NC1CSCC1OC(C)=O (stereo unspecified),-2.2,0.6,-8.7,-2.4,-0.6,-9.3,4.5,0.5,-2.1,9.8
Cc1ccc(-n2ncc3c(=O)n(CC(=O)NCc4ccco4)cnc32)cc1,-0.5,-2.2,-0.8,0.5,0.2,-2.6,-1.8,0.6,-1.3,-3.5
CCN(CC(=O)Nc1c(F)cccc1F)C(=O)CCC(=O)c1ccc(F)cc1,-1.5,-2.9,-2.6,-0.5,0.0,1.5,1.5,1.8,-2.6,4.6
COc1ccccc1N1CCN(C(=O)CSc2nc(C)c(Cc3ccccc3)c(=O)[nH]2)CC1,2.6,3.2,3.1,2.2,-0.5,2.7,1.6,-3.8,-0.3,6.0
CCOC(=O)N1CCN(C(=O)CN(Cc2ccccc2)S(=O)(=O)c2ccc(OC)c(Cl)c2)CC1,-2.1,3.3,9.4,-1.2,1.3,2.2,-1.2,6.0,1.5,-1.4
COc1ccc(-c2cn[nH]c2-c2ccc(OCc3ccccc3)cc2O)cc1,-2.8,-6.7,-9.1,-4.5,0.0,-3.0,-0.1,-2.1,6.1,-1.1
CN1CCc2c(n(CC(O)CNCc3ccccc3)c3ccccc23)C1=O (stereo unspecified),-1.4,4.9,-7.1,-3.0,0.4,5.5,2.2,1.6,-2.5,3.5
COc1cc(OC)c(S(=O)(=O)N2CCN(C(=O)c3ccccc3F)CC2)cc1NC(C)=O,4.0,-0.6,-4.4,-6.0,0.1,3.6,-2.5,2.2,1.5,3.0
O=C(CNC(=O)c1sc2ccccc2c1Cl)NCc1ccccc1,-0.5,-2.2,-7.0,3.6,-0.2,-5.8,2.8,-1.8,-21.4,-2.4
O=C(c1n[nH]c2ccccc12)N1CCN(c2ccc(F)cc2)CC1,0.2,-3.0,0.7,3.5,-0.4,4.9,5.0,-3.3,0.6,-0.6
C=C(C)CC(c1ccccc1)N(C(C)=O)c1ccco1 (stereo unspecified),-1.4,-0.5,-8.5,-1.3,-0.5,-0.9,-1.2,4.2,-1.3,-0.6
CCOc1ccc(NC(=O)c2ccc(NC(=S)NC3CCCCC3)cc2)cc1,5.6,-22.1,-3.8,4.3,0.0,2.3,2.1,-2.8,-6.0,5.5
Cc1cccc2sc(NC(=O)CSCc3ccccc3)nc12,-0.7,0.8,-0.4,1.8,-0.3,-1.7,-3.4,8.1,1.3,4.9
O=C(OCC(CO)OC(CO)n1ccc(=O)[nH]c1=O)c1ccccc1 (stereo unspecified),2.3,1.4,-10.9,0.7,0.5,-1.7,-1.2,-1.2,1.6,6.6
Cc1cccc(C)c1NC(=O)/C(C#N)=C/c1ccc(-c2ccc(C(=O)O)cc2)o1,5.4,0.1,13.8,-1.8,0.9,0.4,-1.2,7.8,0.6,4.4
Cc1cccc(NC(=O)CSCC(=O)Nc2ccccc2C(=O)N2CCCCC2)c1,3.6,3.4,0.8,-1.6,0.6,-6.3,5.5,-6.5,-2.5,2.8
O=C(NCc1cccs1)c1cc(S(=O)(=O)N2CCOCC2)c(Cl)cc1Cl,0.1,-0.3,-3.9,-2.3,-0.2,0.4,-2.1,2.8,-1.5,-3.8
COc1cc([N+](=O)[O-])ccc1NC(=O)Cc1ccccc1,-0.3,-0.3,-0.7,1.3,0.2,-5.6,0.7,-7.4,-5.8,-10.6
# Other compounds follow.
SMILES,UHRF1 MBD2 ctr,SIAE primary,TDP2 absorb,PRMT1 inh,KLK7 zymogen act,Tn7 DDE FP,MBD2 DNA inh,TCR-CD3 inh,LEDGF integ inh,DDE Tn6 FP inh
CCOC(=O)CN1CCC(c2ccccc2)CC1,1.6,-3.7,1.3,1.9,0.4,-0.7,-2.9,-6.3,1.0,-3.9
CCOC(=O)c1c(CSc2ccccc2)oc2cc(Br)c(O)c(CN(C)C)c12,-1.1,4.0,-1.1,-1.4,1.0,-7.4,-3.3,5.1,-0.2,-1.9
COc1ccc2c(c1)C(C)=CC(C)(C)N2C(=O)CNCc1ccc2c(c1)OCO2,0.9,8.5,4.8,-2.6,0.6,-4.7,-1.1,-1.4,-2.4,6.6
Fc1ccccc1COc1ccc(Br)cc1CNCc1cccnc1,-0.1,7.4,-3.5,-2.1,-0.8,5.4,-2.0,5.7,3.5,3.6
O/N=C(\c1ccc(Cl)cc1Cl)c1ncc(C(F)(F)F)cc1Cl,3.9,-17.8,-16.5,0.5,0.4,0.0,-1.4,3.2,1.2,6.0
NNC(=O)c1csc(Cc2c(Cl)sc3ccc(Cl)cc23)n1,-0.1,-10.3,0.5,-2.3,0.5,-8.7,2.1,-0.3,-1.3,-6.0
COCc1cc(Sc2ccc(Cl)cc2)nc(-c2ccccc2)n1,-0.8,0.7,-9.9,-2.0,0.5,-7.5,-3.6,2.9,1.5,-6.2
COc1ccccc1-c1cccc2nccn12,-2.2,7.5,2.5,-3.5,2.3,2.9,-1.4,2.4,4.4,2.3
Cc1cc(N(C)C)ccc1N=Nc1ccc2ncccc2c1,0.0,3.3,-11.5,3.6,0.5,2.8,-6.2,-2.0,-7.2,-6.3
CC(C)OP(=O)(c1ccc(N(C)C)cc1)C(O)c1ccccc1F (stereo unspecified),2.0,-2.1,7.6,2.5,0.0,4.5,3.0,-0.7,-2.2,-3.4
CCCNc1cc(=S)nc(N)[nH]1,-16.4,7.2,5.8,21.9*,-0.4,1.1,-3.3,1.4,1.5,1.2
O=C(N/N=C/c1ccccc1O)c1cccc2ccccc12,-3.5,3.6,0.9,-5.2,-1.0,6.2,-5.8,4.4,0.3,3.2
C=CCSc1nnc(-c2ccc(Cl)cc2Cl)o1,5.7,4.7,-4.5,-2.4,-0.7,4.7,-0.1,2.6,-0.3,-0.8
CC1CCCN(C(=O)c2nn(C)c3c2CS(=O)(=O)c2ccccc2-3)C1 (stereo unspecified),2.7,-9.1,-19.9,-1.4,-0.1,-1.1,4.2,5.3,4.8,2.3
CCC1Sc2ccc(S(=O)(=O)CCC(=O)Nc3cccc(Br)c3)cc2NC1=O (stereo unspecified),-0.3,-12.9,-5.4,-1.5,0.6,6.7,-0.4,3.0,0.0,-3.6
O=C(NC1CCCC1)[C@@H]1CCCN1C(=O)[C@@H](NS(=O)(=O)c1ccc(F)cc1F)c1ccccc1,0.4,-2.8,5.8,1.7,0.1,2.0,6.9,-1.8,1.6,-4.9
CCOC(=O)C1(CC2CCCCO2)CCN(Cc2ccc(OC)cc2F)CC1 (stereo unspecified),0.4,-4.6,-1.2,1.4,0.1,8.4,-3.8,-2.9,-1.7,0.6
Cc1ccc(OCCN2C(=O)S/C(=C\c3ccc(C)o3)C2=O)cc1,1.2,2.1,9.4,0.8,0.3,1.8,-0.7,5.5,-1.5,-6.3
CCN(CC)S(=O)(=O)c1ccc(OC)c(NC(=O)c2cccs2)c1,-0.8,2.6,6.2,-1.3,0.0,2.1,2.6,8.8,-3.5,1.6
CCC(=O)Nc1nc2ccc([N+](=O)[O-])cc2s1,-3.1,-0.2,9.2,-1.3,-0.4,-1.6,4.0,0.4,2.5,-5.7
Cc1ccc(S(=O)(=O)N(C)C)cc1NC(=O)C1CCCC1,7.0,1.6,-0.8,3.5,0.5,-2.0,0.9,-3.4,2.0,-0.9
CCOC(=O)c1c(N2C(=O)CC(Sc3ccccc3C(=O)O)C2=O)sc(C)c1C (stereo unspecified),-1.4,1.2,-7.6,49.2*,0.5,-9.2,2.9,-3.2,-2.7,3.4
O=C(NC(c1ccccc1)c1ccccn1)c1cccc([N+](=O)[O-])c1 (stereo unspecified),7.1,-8.2,-7.0,4.1,0.1,0.4,4.4,5.1,1.1,-3.7
Cn1ncc2c(NCc3ccccc3)nc(NCCCO)nc21,2.5,-6.0,7.2,2.2,-0.2,0.4,4.6,-3.9,-3.9,-3.0
O=C(O)Cn1nc(-c2ccccc2)cc1-c1ccccc1,15.9,-1.9,5.3,-1.5,0.8,-5.4,8.6,15.2,6.0,-4.8
Cc1ccc(-c2n[nH]c(=S)n2/N=C/c2c(C)[nH]n(-c3ccccc3)c2=O)cc1,-5.3,8.1,24.1,18.4,-0.2,-1.0,3.0,3.7,1.1,-2.7
O=C(O)C1CC(=O)N(CCc2ccc(F)cc2)C1 (stereo unspecified),-0.7,1.6,8.9,-2.1,-0.3,6.3,0.9,2.2,1.4,6.0
CCCCC(=O)OCC(=O)Nc1cccc(S(=O)(=O)NC2=NCCCCC2)c1,-1.7,11.1,9.6,-2.4,0.6,-4.9,-0.7,0.7,4.6,-13.8
COc1ccc(CC(=O)Oc2ccccc2[N+](=O)[O-])cc1,-0.6,-7.2,0.7,5.1,-0.6,0.9,-2.0,-0.4,-2.4,1.2
CCOc1ccc(NS(=O)(=O)c2ccc(NC(=O)c3cccnc3)c(OC)c2)cc1,-0.2,-1.8,7.9,-2.9,0.5,-1.8,-3.3,4.4,1.9,-2.9

# PRMT1 inh: hit marks shown above.
SMILES,UHRF1 MBD2 ctr,SIAE primary,TDP2 absorb,PRMT1 inh,KLK7 zymogen act,Tn7 DDE FP,MBD2 DNA inh,TCR-CD3 inh,LEDGF integ inh,DDE Tn6 FP inh
CCCNc1cc(=S)nc(N)[nH]1,-16.4,7.2,5.8,21.9*,-0.4,1.1,-3.3,1.4,1.5,1.2
CCOC(=O)c1c(N2C(=O)CC(Sc3ccccc3C(=O)O)C2=O)sc(C)c1C (stereo unspecified),-1.4,1.2,-7.6,49.2*,0.5,-9.2,2.9,-3.2,-2.7,3.4

# Screens: PubChem BioAssay, The Scripps Research Institute Molecular Screening Center
